Source: PubChem
SENP8 block-1: human SENP8 protease inhibitors, primary screen, biochemical, fluorescence, Nedd8 protein substrate, uHTS | Sentrin-specific protease 8 (Homo sapiens), Q96LD8 | recombinant SENP8 | inhibition, % at 20 µM | 360,000 tested, 0.64% active | AID 602440, 2012; in the data active = inhibition mostly above about 40%, no sharp cut-off; inactive = mostly below about 27%
SENP7 inh: SENP7 protease inhibitors, primary screen, biochemical, luminescence, uHTS; Sentrin-specific protease 7 (Homo sapiens), Q9BQF6; recombinant SENP7, Z-RLRGG-aminoluciferin luminescence, 40 min; inhibition, % at 5 µM; 330,000 tested, 1.5% active; AID 434973, 2010;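 active = inhibition above about 50% at the single test dose, limit read from the data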;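 also: plate controls were DMSO with enzyme for no effect and no enzyme buffer wells for full effect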
PfG6PD inh: PfG6PD enzyme inhibitors, primary screen, biochemical, fluorescence intensity, uHTS | AID 504690, 2011 | glucose-6-phosphate dehydrogenase-6-phosphogluconolactonase (Plasmodium falciparum 3D7) | 350,000 tested, 0.78% active | PfGluPho enzyme, NADPH resazurin-diaphorase fluorescence | inhibition, % at 20 µM;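 active = inhibition reaching at least a set limit at 20 µM in the primary screen, cut at about 59% in these data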;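 also: 0% = DMSO wells with substrate and 100% = DMSO wells lacking glucose-6-phosphate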
SENP1 FRET inh: human SENP1 catalytic domain inhibitors, primary screen, biochemical, FRET, uHTS. Sentrin-specific protease 1 (Homo sapiens), Q9P0U3. recombinant SENP1 catalytic domain, CyPet-SUMO1-YPet FRET cleavage. inhibition, % at 10 µM. 360,000 tested, 0.21% active. AID 624204, 2012;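 active = inhibition at least 30% at 10 µM, raw YFP signal under a set limit, fluorescence ratio 0.5 to 1.5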;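 also: 0% = enzyme with DMSO and 100% = no enzyme wells; some results filed as inactive read as strong as hits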
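Test system: hSENP1 catalytic domain, recombinant; Amount: 20 pM final SENP1 enzyme; Medium: Tris pH 8 buffer plus EDTA, NaCl, BME, BSA, NP40, catalase; Schedule: 50 min enzyme reaction, room temperature, light-protected; Technique: FRET fluorescence in CFP and YFP emission channels; Controls: no-enzyme wells low, DMSO-plus-enzyme wells high control.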
Apaf-1 inh: inhibitors of human Apaf-1 apoptosome, primary screen, biochemical, DEVD-Rh110 fluorescence, uHTS; 330,000 tested, 0.71% active; Apoptotic protease-activating factor 1 (Homo sapiens), O14727; inhibition, % at 20 µM; reconstituted apoptosome caspase-3 activity; active = inhibition of at least 40% at 20 µM;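 also: plate controls were DMSO wells for no effect and DEVD-CHO caspase inhibitor wells for full effect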
Target sequence (O14727 whole entry, looked up): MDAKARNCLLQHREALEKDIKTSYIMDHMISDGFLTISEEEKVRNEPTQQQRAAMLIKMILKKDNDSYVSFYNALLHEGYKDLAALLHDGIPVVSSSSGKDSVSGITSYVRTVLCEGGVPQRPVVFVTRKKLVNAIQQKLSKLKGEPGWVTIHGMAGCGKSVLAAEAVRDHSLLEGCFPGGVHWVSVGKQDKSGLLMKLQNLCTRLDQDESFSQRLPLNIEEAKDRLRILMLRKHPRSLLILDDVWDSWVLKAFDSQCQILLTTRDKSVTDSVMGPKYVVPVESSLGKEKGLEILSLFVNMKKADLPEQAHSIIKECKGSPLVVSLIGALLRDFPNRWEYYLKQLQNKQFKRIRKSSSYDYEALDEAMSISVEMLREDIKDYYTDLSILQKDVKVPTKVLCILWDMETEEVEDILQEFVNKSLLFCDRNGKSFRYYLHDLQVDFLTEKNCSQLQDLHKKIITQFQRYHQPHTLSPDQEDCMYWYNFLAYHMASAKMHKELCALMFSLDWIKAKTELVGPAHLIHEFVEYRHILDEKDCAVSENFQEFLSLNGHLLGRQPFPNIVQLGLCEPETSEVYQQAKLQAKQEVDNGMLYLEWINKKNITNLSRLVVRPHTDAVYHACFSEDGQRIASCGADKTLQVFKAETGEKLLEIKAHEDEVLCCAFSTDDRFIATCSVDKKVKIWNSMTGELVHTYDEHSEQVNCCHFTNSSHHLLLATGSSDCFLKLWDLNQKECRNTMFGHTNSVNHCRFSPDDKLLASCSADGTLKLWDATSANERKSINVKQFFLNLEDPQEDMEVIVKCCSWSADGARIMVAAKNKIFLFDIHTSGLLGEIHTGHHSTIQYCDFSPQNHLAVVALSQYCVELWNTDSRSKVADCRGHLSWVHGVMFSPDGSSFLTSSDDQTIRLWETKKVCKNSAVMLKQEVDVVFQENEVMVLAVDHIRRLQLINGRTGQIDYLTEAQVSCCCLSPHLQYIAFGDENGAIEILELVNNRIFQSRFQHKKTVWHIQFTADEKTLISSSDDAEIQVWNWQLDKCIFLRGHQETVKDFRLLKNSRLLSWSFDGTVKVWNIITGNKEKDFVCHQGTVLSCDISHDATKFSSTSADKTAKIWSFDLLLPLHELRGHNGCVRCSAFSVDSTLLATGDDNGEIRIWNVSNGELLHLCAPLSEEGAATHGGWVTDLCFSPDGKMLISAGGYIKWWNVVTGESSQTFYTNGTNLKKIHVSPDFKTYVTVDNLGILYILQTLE
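Material: cell-free apoptosome with Apaf-1, procaspase-3 and caspase-9; Buffer or medium: Hepes pH 7.5 with detergent and BSA; Reagent: cytochrome c trigger plus (Z-DEVD)2-Rh110 caspase-3 substrate; Times: compound with Apaf-1, dATP, procaspase-3 30 min, then 50 min reaction, room temperature; Technique: Rh110 fluorescence intensity.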
HKDC1 inhibitor: HKDC1 hexokinase inhibitors, primary screen, biochemical, fluorescence, uHTS. AID 493160, 2011. Q2TB90. inhibition, % at 20 µM. recombinant HKDC1, G6PDH/diaphorase resazurin coupled fluorescence. 340,000 tested, 0.16% active;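 active = inhibition above about 35% when tested at 20 µM, limit read from the data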;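 also: plate controls were DMSO wells with enzyme for no effect and DMSO wells lacking enzyme for full effect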
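Material: recombinant HKDC1 hexokinase; Amount: HKDC1 at 5 µg/mL; Medium: Tris pH 8.0 buffer with MgCl2, Tween-20, BSA, BME; Schedule: 90 min reaction incubation at room temperature, dark; Technique: coupled resazurin fluorescence, excitation 525 nm, emission 613 nm.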
SENP8 block-2: SENP8 protease inhibitors, primary screen, biochemical, luminescence; AID 2540, 2010; purified SENP8, Z-RLRGG-aminoluciferin cleavage; Sentrin-specific protease 8 (Homo sapiens), Q96LD8; inhibition, % at 10 µM; 330,000 tested, 1.2% active; in the data active = inhibition above about 50%
SENP6 inh: SENP6 protease inhibitors, primary screen, biochemical, luminescence, uHTS | AID 2599, 2010 | 330,000 tested, 1.8% active | Sentrin-specific protease 6 (Homo sapiens), Q9GZR1 | Recombinant SENP6 catalytic domain, aminoluciferin luminescence | inhibition, % at 10 µM;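 active = inhibition above about 50% at the single tested dose, limit read from the data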;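 also: plate controls were DMSO wells with enzyme for no effect and DMSO wells lacking enzyme for full effect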
The depositor's hits bear a star; / = not tested or not shown; & = joins results of further samples.

SMILES | SENP8 block-1 | SENP7 inh | PfG6PD inh | SENP1 FRET inh | Apaf-1 inh | HKDC1 inhibitor | SENP8 block-2 | SENP6 inh
Cc1cc(/C=N/Nc2ncnc(N)c2[N+](=O)[O-])c(C)n1-c1ccccc1 | 55* | 97* | 14 | 4 | -12 | 6 | 94* | 0
Cc1cccc(C(=O)NC(=S)N(C)C2CCCCC2)c1 | 11 | -3 | 0 | 3 | 11 | -3 | 5 | 7
O=C(COC(=O)/C=C/c1ccc(S(=O)(=O)N2CCc3ccccc32)cc1)NC1CCS(=O)(=O)C1 (stereo not drawn) | -3 | -3 | 15 | 1 | 3 | -11 | -5 | 3
CCCN1CCN(CCCNC(=O)CCn2nc(-c3ccccc3)ccc2=O)CC1 | 1 | -10 | 3 | 4 | 7 | -8 | -13 | -13
COc1ccc(NC(=O)C2CC2)cc1S(=O)(=O)N1CCOCC1 | 17 | 5 | -9 | -1 | -7 | -2 | 2 | 13
CCOC(=O)C1CN(S(=O)(=O)c2ccc(F)cc2)C1 | 25 | 7 | -13 | 3 | -1 | 1 | -1 | -9
CCOC(=O)C1=C(C)N=C2c3ccccc3C(=O)C2C1c1ccc(Br)cc1 (stereo not drawn) | / | -5 | / | / | 25 | / | -12 | -18
O=C(CCCCCN1C(=O)c2cccc3cccc(c23)C1=O)NCc1cccnc1 | -270 | 7 | 1 | 1 | -6 | -2 | -8 | -11
Cc1ccccc1Cn1c(=O)n(Cc2ccco2)c(=O)c2ccccc21 | 23 | 2 | -8 | 1 | 13 | -6 | -3 | 22
CC(=O)Nc1cn(C(C)=O)c(C)n1 | / | 10 | / | / | 3 | / | 0 | 7
CCCCCCC1CC(CSc2ncn[nH]2)OC1=O (stereo not drawn) | 23 | 3 | -22 | 1 | -5 | -7 | 5 | -2
CC(=O)c1c(O)ccc2c(-c3ccccc3)cc(=O)oc12 | -330 | 8 | -1 | -49 | 0 | 0 | -3 | -4
CN(C(=O)c1cccc(NC(=O)Cc2ccc(NC(=O)C3CCCN(C(=O)C4CCCC4)C3)cc2)c1)C1CC1 (stereo not drawn) | -1 | / | 4 | 2 | / | -4 | / | /
COc1ccc(NC2=CC(=S)NC(C)(C)C2)cc1 | 35 | 6 | 34 | -21 | 28 | 0 | 11 | 31
CN1N=C(C(=O)Nc2ccc3c(c2)CCC3)CCC1=O | 7 | 10 | 13 | 4 | -12 | -11 | 3 | 12
Cc1ccc2nc(-c3ccccc3)c(CN3CCOCC3)n2c1 | -59 | 0 | 6 | 2 | -2 | -10 | -3 | -14
OC(Cn1cncn1)(Cn1cncn1)c1ccc(F)cc1F | 10 | 5 | -13 | 2 | -13 | -3 | 9 | 2
Fc1ccc(NC(=S)Nc2cccc(Cl)c2)cc1 | 3 | 8 | 6 | 0 | 2 | 1 | 5 | 10
CCOC(=O)[C@H]1[C@H]2COc3ccccc3[C@@H]2N2C(=O)c3cc(F)ccc3NC(=O)[C@@]12C | -2 | -9 | -2 | -1 | 2 | -1 | -15 | -4
Cc1ccc(CN2C3CCCC2CC(NC(=O)c2ccc(C)cc2)C3)cc1 (stereo not drawn) | 9 | 3 | -4 | 2 | -7 | 2 | 2 | 12
CCC(C)NC(=O)C1CCN(S(=O)(=O)c2cc([N+](=O)[O-])ccc2Cl)CC1 (stereo not drawn) | 20 | 4 | 5 | 1 | -18 | -4 | 9 | 12
CN1CCN(C(=O)CCCOc2cc(=O)n(C)c3ccccc23)CC1 | 23 | -4 | -2 | 1 | -4 | -1 | -3 | -19
CCOc1cccc(C(=O)Nc2ccc(NC(=O)c3cc4ccccc4o3)c(OC)c2)c1 | -152 | -5 | -11 | -44 | 3 | -1 | 5 | -6
COC/C=C/C1=CC2=CC(=O)C(C)(OC(=O)c3cnc4ccccc4n3)C(=O)C2=CN1CCCCO (stereo not drawn) | 56* | 15 | 52 | -17 | 32 | 17 | 9 | 31
CC(c1ccccc1)N1CCn2c(nc3cc(NC(=O)c4cccs4)ccc32)C1 (stereo not drawn) | -255 | 8 | 10 | -47 | 3 | -1 | 9 | 14

Other structures follow.
SMILES | SENP8 block-1 | SENP7 inh | PfG6PD inh | SENP1 FRET inh | Apaf-1 inh | HKDC1 inhibitor | SENP8 block-2 | SENP6 inh
O=C1CSC(=Nc2cccc(Cl)c2Cl)N1 | 0 | 11 | 56 | 2 | 1 | 9 | -20 | -36
CCOC(=O)c1c(C)[nH]c(C(=O)COC(=O)CNC(=O)C2CCCCC2)c1C | 5 | 2 | 7 | 1 | 0 | -4 | 5 | -1
CCOC(=O)c1cc(-c2ccccc2)sc1NC(=O)CC | -56 | 6 | -4 | -1 | 22 | 4 | -10 | -12
COc1ccc(C2C3=C(CCCC3=O)Nc3nc(SCc4ccccc4)nn32)cc1OC (stereo not drawn) | -57 | -2 | 17 | 3 | 4 | 4 | 0 | -19
O=C(NCCc1ccccc1)C1CCC(=O)N1C1CCCC1 (stereo not drawn) | 12 | -1 | 1 | 1 | -4 | -5 | -1 | -16
COc1cccc(NC(=O)C2(S(=O)(=O)c3ccc(Cl)cc3)CC2)c1 | 24 | 2 | -20 | 4 | 6 | -1 | 1 | 3
N#C/C(=N\Nc1ccc(Cl)cc1)C(=O)c1ccccc1 | 46* | 0 | -11 | 2 | -4 | 1 | 8 | 40
O=C(C[C@H]1C[C@H](C(=O)N2CCOCC2)[C@@]2(CCC3CCCC3)c3[nH]c4cc(-c5ccco5)ccc4c3CCN2C1=O)NCCCn1ccnc1 | -324 | 3 | 36 | -15 | 62* | 7 | / | /
CC(C)N(Cc1ccccc1)C(=O)CN1C(=O)NC2(CCCc3ccccc32)C1=O (stereo not drawn) | 9 | 5 | -2 | 1 | 12 | -2 | 8 | 0
COc1ccc(CC(=O)NCC2(N3CCCCC3)CCCCC2)cc1 | 13 | -1 | -7 | -3 | 8 | 6 | -6 | -28
O=C(COc1ccc(-n2cnnn2)cc1)Nc1ccc(F)c(F)c1 | -8 | 12 | 6 | -1 | 0 | -4 | -2 | -2
CN(CC(=O)NCc1ccc(Cl)cc1)S(=O)(=O)c1cccc2cccnc12 | 3 | 0 | 7 | -4 | -3 | -1 | 1 | 8
Nc1cc(-c2ccc(OC(F)(F)F)cc2)nn1-c1ccc(Cl)c(Cl)c1 | 18 | -12 | 17 | 0 | 30 | 2 | -14 | -8
CC(c1cc2ccccc2s1)N(O)C(N)=O (stereo not drawn) | / | 3 | / | / | 0 | / | -13 | -6
CC1CCCCN1C(=O)c1ccc(C(=O)c2ccccc2)cc1 (stereo not drawn) | 4 | 5 | 10 | 3 | 14 | 0 | -7 | 8
Cc1csc(=O)n1CCC(=O)OC(C)C(=O)Nc1ccc(N2CCOCC2)cc1 (stereo not drawn) | 13 | 9 | 0 | 1 | 0 | -4 | 6 | -2
C[C@]12C=CC(=O)C=C1CC[C@@H]1[C@@H]2C(=O)C[C@@]2(C)[C@H]1CC[C@]2(O)C(=O)CO | 2&0 | 0&0 | -10&9 | 0&-2 | -4&0 | 0&-6 | 2&3 | -13&2
COc1ccc(OCc2nc(-c3ccc(F)c(F)c3)cs2)cc1 | -2 | 3 | 4 | 1 | 7 | 1 | -7 | -38
CCOc1ccc(-n2c(C)cc(/C=N/NC(=O)C(N)=O)c2C)cc1 | -1 | 11 | 14 | -1 | 11 | -2 | -5 | 18
CCSc1nnc(NC(=O)c2ccccn2)s1 | 8 | 60* | -6 | 0 | 1 | 5 | 18 | 60*
COc1ccc(OCC(O)CNCCNc2nccc(C(F)(F)F)n2)cc1 (stereo not drawn) | 13 | -3 | 5 | 2 | -8 | 2 | 0 | -9
Brc1cccc(OCCn2ccnc2)c1 | 26 | 14 | -23 | 2 | 8 | 1 | 1 | 6
COC(=O)c1cccc(NC(=O)CCc2c(C)noc2C)c1 | 13 | 2 | 0 | 0 | -6 | 2 | -1 | -12
Nn1c(Cc2ccccc2F)nnc1SCC(=O)Nc1cccc(S(=O)(=O)NC2=NCCCCC2)c1 | 12 | -9 | -10 | 2 | -9 | -4 | -8 | 3
O=C(N/N=C/c1cc(Cl)cc(Cl)c1O)c1ccncc1 | 6 | 11 | -20 | -38 | 1 | -34 | -7 | 0

(listing goes on)
SMILES | SENP8 block-1 | SENP7 inh | PfG6PD inh | SENP1 FRET inh | Apaf-1 inh | HKDC1 inhibitor | SENP8 block-2 | SENP6 inh
CCOC(=O)c1sc(S(C)=O)c2c1CCc1conc1-2 (stereo not drawn) | 22 | -5 | 38 | 18 | 16 | 5 | 5 | 1
O=C(CCCOc1ccccc1)Nc1cccnc1 | 20 | -2 | 7 | 1 | -6 | -2 | -4 | 4
Cc1nn(C(=O)c2ccco2)c(C)c1Br | 18 | 9 | -11 | 1 | 16 | -5 | -4 | -4
Cc1ccc(OCC(=O)Nc2c[nH]c(=O)[nH]c2=O)cc1C | 5 | 2 | -9 | 0 | -4 | -8 | -3 | -11
NS(=O)(=O)c1ccc(N2N=C(c3ccccc3)CC2c2cccc(F)c2)cc1 (stereo not drawn) | -288 | / | 20 | -36 | / | -6 | / | /
CCOc1ccc(NC(=S)Nc2ccc(F)cc2)cc1 | 18 | 5 | 2 | 6 | -16 | -5 | 5 | -12
CCOC(=O)c1sc(N)c(C#N)c1COC(=O)CNC(=O)c1ccccc1 | -36 | 1 | 3 | 18 | 4 | -1 | -1 | 8
Cc1n[nH]c(=O)c2c(NC(=O)CSc3nnnn3-c3ccccc3)oc(C)c12 | -3 | 0 | -3 | -12 | -7 | 0 | -11 | -2
CCSc1nc(-c2cccs2)nc2ccccc12 | -77 | -2 | -13 | 0 | 17 | 4 | -4 | -1
Cn1c(=O)oc2cc(S(=O)(=O)NCCC(=O)NC3CCCC3)ccc21 | 11 | -1 | -5 | 2 | -14 | -8 | -5 | 1
O=C1CN(C(=O)CSc2nncs2)c2ccccc2N1 | 3 | -2 | 4 | -1 | 6 | -5 | -7 | -23
CC(=O)N1CCN(c2ccccc2NC(=O)COc2ccccc2C)CC1 | 3 | 1 | -10 | 3 | -3 | 1 | -10 | -1
O=C(NNC(=S)Nc1cccc(Cl)c1)c1ccccc1 | 7 | 23 | 0 | 1 | -3 | 1 | 32 | 19
COc1ccc(CC(=O)NCc2ccccn2)cc1OC | 10 | 7 | -14 | 1 | -5 | -7 | 6 | -10

Rewritten with values under each structure: entries from further up.
Below each SMILES: SENP8 block-1, SENP7 inh, PfG6PD inh, SENP1 FRET inh, Apaf-1 inh, HKDC1 inhibitor, SENP8 block-2, SENP6 inh
> CN(C(=O)c1cccc(NC(=O)Cc2ccc(NC(=O)C3CCCN(C(=O)C4CCCC4)C3)cc2)c1)C1CC1 (stereo not drawn)
    -1, /, 4, 2, /, -4, /, /
> CCOC(=O)C1CN(S(=O)(=O)c2ccc(F)cc2)C1
    25, 7, -13, 3, -1, 1, -1, -9
> CC(=O)c1c(O)ccc2c(-c3ccccc3)cc(=O)oc12
    -330, 8, -1, -49, 0, 0, -3, -4

Random draw from the library, and some 3.6% of all compounds hit somewhere here.
